High-throughput results: PubChem, National Center for Advancing Translational Sciences (NCATS)
WRN inhibitor – blocks human WRN helicase; WRN helicase unwinding, fluorescent forked duplex, kinetic; Potency, µM (titrated, usually from 114 µM), for inactives: at the top dose activity change, negative = inhibition, usual class: inhibitors; actives 0.46% (n = 360,000); AID 651768; also: potency is read from the fitted curve at half-maximal effect; % is scaled to controls: 0 for no effect and ±100 for the full control effect; nearly all actives have a fitted effect of over 55% in size
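Enzyme (20 nM final) and test compound sit together 15 min at room temperature before substrate addition. Substrate is a single-forked duplex oligonucleotide (100 nM) labelled with fluorophore and quencher, with 2 mM ATP; helicase unwinding raises red fluorescence, read kinetically.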
PI5P4Ka inh – PI5P4K alpha (human) kinase inhibition. max response, %. PI5P4Kalpha enzyme, ADP-Glo luminescence, 60 min; active compounds read low. actives 1.2% (n = 330,000). P48426; active = max response of -50% or lower; inconclusive = between -30% and -50%; inactive = -30% or higher; also: value at the top dose of about 77 µM; % is scaled to controls: 0 for no effect and ±100 for the full control effect
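Human PI5P4Kalpha with substrate in 0.038 M HEPES pH 7.4, 0.28 mM EGTA, 0.1% CHAPS, 5% DMSO; reaction started with 5 microM ATP (final), 60 min at room temperature. ADP formed read by ADP-Glo luminescence.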
PLK1 PBD block – PLK1 (human) polo-box domain binding inhibition | actives 2.8% (n = 360,000) | AID 720504 | Plk1 PBD binding of FITC phosphopeptide, fluorescence polarization | Potency, µM, for the others: max response, negative = inhibition, most hits filed as inhibitors; also: potency is read from the fitted curve at half-maximal effect; series mostly up to about 57 µM; % is scaled to controls: 0 for no effect and ±100 for the full control effect; nearly all actives have a fitted effect of over 65% in size
EPAC1 agonist – activates human EPAC1 exchange factor; EPAC1 agonist qHTS, biochemical assay; response scale: 100% = response to 6.5 mM cAMP; Potency, µM (top dose mostly 154 µM), for the others: top-dose activation, hits mostly activators; actives 0.073% (n = 360,000); also: potency is read from the fitted curve at half-maximal effect; nearly all actives have a fitted effect of over 60% in size
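Normalized to 6.5 mM cAMP, activity reflects EPAC1-catalysed release of BODIPY-GDP from Rap1B, followed kinetically over 30 min at 480 nm excitation, 540 nm emission. Reaction contained 100 nM EPAC1, 250 nM Rap1B-BODIPY-GDP, 50 uM GDP.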
CCT modulator – changes cytosolic chaperonin activity. purified chaperonin ATPase assay, HTRF ADP detection, 30 min. activity change, % (no concentration beside the values), hits read low. actives 0.3% (n = 360,000). AID 651819; in the data active = activity change below about -30%; also: % is scaled to controls: 0 for no effect and ±100 for the full control effect
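TRiC at 40 or 20 nM final (batch-dependent) in 30 mM Tris pH 7.4, 100 mM KCl, 5 mM MgCl2, 1 mM DTT, with compound at single 76 uM and 10 uM ATP, 30 min at 37 deg C. ADP detected by HTRF Transcreener, 665/615 ratio.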
EPAC1 antag – antagonists of human EPAC1. Potency, µM (highest dose often 115 µM), inactives show top-dose activity change, negative = inhibition, most hits filed as inhibitors. EPAC1 GEF assay, Rap1b-BODIPY-GDP exchange fluorescence. AID 720709. actives 0.14% (n = 360,000);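 also: potency is read from the fitted curve at half-maximal effect; plate controls were vehicle for no effect and positive control for full effect; nearly all actives have a fitted effect of over 50% in size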
IL-2 act – activators of IL-2 | IL-2 activation reporter assay, cell-based qHTS; stimulated with anti-CD3/CD4/CD28 beads; in transgenic mouse T cells | activation, % (series mostly up to about 46 µM) | actives 0.065% (n = 360,000) | AID 652025; in the data active = activation above about 50%; inconclusive = mostly about 30% to 49%; also: 0% is about no effect
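Readout: EGFP and DsRed signals by fluorescent plate cytometry. Unstimulated transgenic mouse T cells received compound 60 min before antibody-bead stimulation, then incubated 18 h at 37 degrees C.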
EPAC2 agonist – EPAC2 (human) agonism; EPAC2 activation, biochemical qHTS; response scale: 100% = 6.5 mM cAMP response; Potency, µM (top dose mostly 154 µM), for the others: at the top dose activation, most hits filed as activators; actives 0.079% (n = 360,000); also: potency is read from the fitted curve at half-maximal effect; nearly all actives have a fitted effect of over 50% in size
Target sequence (Q8WZA2 whole entry, looked up): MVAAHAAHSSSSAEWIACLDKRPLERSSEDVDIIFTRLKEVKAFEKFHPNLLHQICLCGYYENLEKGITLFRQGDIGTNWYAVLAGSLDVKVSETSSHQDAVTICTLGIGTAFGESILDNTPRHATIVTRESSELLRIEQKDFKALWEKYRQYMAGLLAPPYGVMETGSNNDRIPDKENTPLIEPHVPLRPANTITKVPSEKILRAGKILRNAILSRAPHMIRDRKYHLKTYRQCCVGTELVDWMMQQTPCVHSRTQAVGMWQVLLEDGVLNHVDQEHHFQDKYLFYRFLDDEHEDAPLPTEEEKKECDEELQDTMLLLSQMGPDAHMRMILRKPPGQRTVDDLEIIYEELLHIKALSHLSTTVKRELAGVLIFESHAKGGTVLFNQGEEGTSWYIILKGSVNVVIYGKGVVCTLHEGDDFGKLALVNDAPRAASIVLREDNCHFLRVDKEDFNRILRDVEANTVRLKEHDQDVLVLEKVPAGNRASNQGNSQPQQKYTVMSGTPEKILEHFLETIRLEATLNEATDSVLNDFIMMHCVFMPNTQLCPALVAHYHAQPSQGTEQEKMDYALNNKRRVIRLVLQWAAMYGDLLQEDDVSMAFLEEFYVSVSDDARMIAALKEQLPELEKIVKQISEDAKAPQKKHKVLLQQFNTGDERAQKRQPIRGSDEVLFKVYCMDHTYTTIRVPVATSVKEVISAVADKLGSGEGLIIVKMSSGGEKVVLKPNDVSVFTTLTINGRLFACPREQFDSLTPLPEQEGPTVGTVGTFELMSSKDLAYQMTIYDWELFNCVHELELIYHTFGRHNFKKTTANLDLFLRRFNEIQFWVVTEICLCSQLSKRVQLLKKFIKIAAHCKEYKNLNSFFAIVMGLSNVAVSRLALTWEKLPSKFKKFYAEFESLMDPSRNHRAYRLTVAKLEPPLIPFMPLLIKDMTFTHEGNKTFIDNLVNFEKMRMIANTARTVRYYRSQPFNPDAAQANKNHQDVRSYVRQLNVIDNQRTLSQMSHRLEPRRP
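Setup: EPAC2 100 nM, labeled Rap1B complex 250 nM, free GDP 50 uM. Compound titrations pinned in, brief spin, 5 min room temperature incubation. Kinetic fluorescence read over 30 min, normalized to 6.5 mM cAMP.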
An asterisk follows results filed as active; ? = inconclusive; nt = not tested or not shown; [ ] = remark or other dose. Unless noted, calls follow the shape of the dose curve; as a rule, active = well fitted curve in the direction sought with a large enough effect; inconclusive = small, poorly fitted or top-dose-only effect, or another doubt; inactive = no such curve, though single readings can be large; an effect the other way counts as inactive or inconclusive. Only part of the results is shown, so the mix of outcomes need not match the whole.

SMILES | WRN inhibitor | PI5P4Ka inh | PLK1 PBD block | EPAC1 agonist | CCT modulator | EPAC1 antag | IL-2 act | EPAC2 agonist
Cc1ccc(S(=O)(=O)Nc2ccccc2C(=O)Nc2nc(-c3ccc(F)cc3)cs2)cc1 | ? | -10 | 27µM* | 9% | 0.7 | 79µM* | -4.2 | -2%
O=C(C(=O)c1cc(Br)ccc1O)c1cc(Br)ccc1O | -22% | 0 | -29% | 4% | 0.0 | -17% | -0.6 | 10%
COc1ccccc1CN1CCCC(CNC(=O)c2cccc3ccccc23)C1 (stereo unspecified) | 6% | 1 | 0% | -8% | -2.8 | -3% | 1.6 | 5%
CCOC(=O)CC(=O)CSc1ccc2nnc(-c3ccc(C)cc3)n2n1 | -7% | nt | -3% | 5% | -0.5 | 3% | 2.2 | 11%
COc1ccc(OC)c(NC(=O)N2CCc3ccccc3C2)c1 | 0% | 0 | -10% | 7% | -3.2 | 1% | -1.0 | 18%
Cn1ccc2c(-c3ccc(F)cc3F)cc3c(c21)C1CCC3C1 (stereo unspecified) | -21% | 7 | -2% | -4% | -1.2 | -10% | 0.3 | 8%
Cc1ccc(NC(=O)C(C)OC(=O)Cc2c[nH]c3ccccc23)cc1S(=O)(=O)N1CCOCC1 (stereo unspecified) | -11% | 0 | 1% | -7% | 0.5 | -4% | -3.0 | 3%
COc1ccc(N2CCN(Cc3cc(=O)oc4cc(C)c(Cl)c(C)c34)CC2)cc1 | -10% | 6 | -19% | -11% | 2.1 | -9% | 2.8 | -5%
COc1ccc(NC(=O)C2COc3ccccc3O2)cc1S(=O)(=O)N1CCOCC1 (stereo unspecified) | -7% | -8 | -7% | 0% | -2.1 | 5% | 0.5 | 1%
Cc1ccsc1C(=O)N1CCC1(C)C(=O)NCc1cccnc1 (stereo unspecified) | 2%[57.1 µM] | -1 | 10% | -3% | 0.6 | -7% | -0.2 | -4%
CCOc1ccc(NC(=S)NNC(=O)c2cc(Br)ccc2Cl)cc1 | 3% | 7 | -20% | -5% | 1.4 | -22% | -0.1 | 0%
CCC1(c2ccccc2)NC(=O)N(CC(=O)Nc2cccnc2Cl)C1=O (stereo unspecified) | 2% | 3 | -11% | 12% | -2.8 | -6% | 0.8 | 11%
CC(=O)NC(CC(=O)NC1CCCCC1)c1ccccc1 (stereo unspecified) | 9% | -4 | -9% | 2% | -0.4 | 2% | -1.4 | -4%
CCOc1ccc(/C=N/NC(=O)Nc2ccccc2)cc1 | -5% | 1 | -11% | -5% | -1.4 | 15% | -3.4 | 5%
CC(C(=O)NCc1cccs1)N1C(=O)c2ccccc2C1=O (stereo unspecified) | 8% | -4 | -2% | -5% | -0.3 | -1% | 0.3 | 3%
Cc1ccc(OCC(=O)Nc2cc(S(=O)(=O)N3CCCCC3)ccc2C)c([N+](=O)[O-])n1 | -4% | -3 | -4% | 3% | 0.4 | 0% | 0.0 | -2%
Cc1ccc2nc(/C(C#N)=C\c3ccc(N4CCOCC4)o3)[nH]c2c1 | 45µM* | -24 | 69%[activator] | ? | -0.2 | 41%[activator] | ? | 40µM*
O=C(CCNS(=O)(=O)c1ccc(Br)s1)NCc1ccc(F)cc1 | 0% | 3 | -12% | 9% | -0.6 | 1% | 0.1 | 6%
CCN1CCN(Cc2ccc(NC(=O)Nc3ccccc3Cl)cc2)CC1 | -11% | 2 | -5% | 5% | 1.0 | -6% | -1.5 | 7%
COc1ccc2oc(C(=O)Nc3ccccc3N3CCOCC3)c(C)c2c1 | -2% | -8 | -12% | 16% | 0.3 | -18% | 0.2 | 9%
Cc1cc(C(=O)CCl)c(C)n1CCc1ccccc1 | -36% | ? | 27µM* | -5% | -3.4 | ? | -1.3 | 18%
O=C(COc1ccc(/C=N/NC(=O)c2ccncc2)cc1)Nc1ccc([N+](=O)[O-])cc1 | 9%[57.1 µM] | -2 | -12% | 2% | -1.3 | 4% | 0.6 | 10%
Cc1cccc(Nc2nc(N)nc(CCl)n2)c1C | -15% | 0 | -25% | 9% | -2.1 | -5% | -5.6 | 8%
COc1ccccc1N1CCN(c2ccc(N3C(=O)CCC3=O)cc2[N+](=O)[O-])CC1 | 1% | 1 | 6% | 6% | -0.6 | -3% | -1.5 | 6%
C=CCN1c2ccc(Br)cc2C(=O)CS1(=O)=O | -7% | 0 | 2% | 4% | 0.8 | -15% | 0.8 | 6%
CCOc1ccc(NS(=O)(=O)c2ccc(C(=O)N3CCCC3)cc2)cc1 | -4% | 1 | -6% | 3% | 1.1 | -4% | -1.7 | 7%
COc1ccc(CNC(=O)CSc2nnc3c(n2)[nH]c2ccc(C)cc23)cc1 | -2% | 5 | -23% | -6% | 2.4 | -10% | -0.5 | -2%
CC(C)CN(CC(C)C)C(=O)C12CCC(C)(C(=O)O1)C2(C)C (stereo unspecified) | 1% | -3 | -4% | -8% | -1.9 | 2% | -2.6 | -10%
Cc1ccc(C)c2[nH]c(=O)c(C(c3nnnn3Cc3ccco3)N3CCc4ccccc4C3)cc12 (stereo unspecified) | -12% | -17 | -24% | 15% | -4.3 | 14% | 0.9 | 11%
CCCCC(=O)OCc1nc(N)nc(Nc2ccccc2C)n1 | 0% | -4 | -4% | -3% | -0.3 | -15% | -2.2 | 4%

Rewritten comma-delimited: eight of the compounds above
Compound,WRN inhibitor,PI5P4Ka inh,PLK1 PBD block,EPAC1 agonist,CCT modulator,EPAC1 antag,IL-2 act,EPAC2 agonist
Cc1cccc(Nc2nc(N)nc(CCl)n2)c1C,-15%,0,-25%,9%,-2.1,-5%,-5.6,8%
COc1ccccc1N1CCN(c2ccc(N3C(=O)CCC3=O)cc2[N+](=O)[O-])CC1,1%,1,6%,6%,-0.6,-3%,-1.5,6%
C=CCN1c2ccc(Br)cc2C(=O)CS1(=O)=O,-7%,0,2%,4%,0.8,-15%,0.8,6%
CCOc1ccc(NS(=O)(=O)c2ccc(C(=O)N3CCCC3)cc2)cc1,-4%,1,-6%,3%,1.1,-4%,-1.7,7%
COc1ccc(CNC(=O)CSc2nnc3c(n2)[nH]c2ccc(C)cc23)cc1,-2%,5,-23%,-6%,2.4,-10%,-0.5,-2%
CC(C)CN(CC(C)C)C(=O)C12CCC(C)(C(=O)O1)C2(C)C (stereo unspecified),1%,-3,-4%,-8%,-1.9,2%,-2.6,-10%
Cc1ccc(C)c2[nH]c(=O)c(C(c3nnnn3Cc3ccco3)N3CCc4ccccc4C3)cc12 (stereo unspecified),-12%,-17,-24%,15%,-4.3,14%,0.9,11%
CCCCC(=O)OCc1nc(N)nc(Nc2ccccc2C)n1,0%,-4,-4%,-3%,-0.3,-15%,-2.2,4%

Next records:
SMILES | WRN inhibitor | PI5P4Ka inh | PLK1 PBD block | EPAC1 agonist | CCT modulator | EPAC1 antag | IL-2 act | EPAC2 agonist
CN(C)S(=O)(=O)Nc1ccc2c(c1)Cc1ccccc1-2 | -4% | nt | 1% | 0% | -2.4 | -16% | -0.4 | 12%
CCOC(=O)C1CCCN(c2nc(C)nc3c2oc2ccccc23)C1 (stereo unspecified) | -8% | nt | -6% | 5% | -1.3 | -2% | -3.5 | 9%
COc1ccc2c(c1OC)C(=O)N1c3cccc(Cl)c3C(=O)OC21 (stereo unspecified) | -10% | nt | -14% | 10% | -6.0 | 2% | -0.7 | 8%
Cc1cccc2sc(N(CCCN3CCOCC3)C(=O)CS(=O)(=O)c3ccc(F)cc3)nc12 | -7% | 5 | 4% | 5% | -0.1 | -3% | -0.4 | 9%
CCOC(=O)c1sc(NC(=O)CCN2CCOCC2)c(C(=O)OCC)c1C | -6% | 8 | -5% | 16% | -1.3 | 0% | -0.4 | 1%
Cc1cccc(-n2cnc3cc(C(=O)N4CCc5ccccc54)ccc32)c1 | -3% | -21 | -3% | 6% | 1.0 | -17% | -0.3 | 4%
CC1CCCCC1NC(=O)CCS(=O)(=O)c1cc2c(cc1Cl)NC(=O)CO2 (stereo unspecified) | 9% | -5 | -22% | 3% | -1.0 | 6% | 1.2 | 14%
O=C(Nc1nnc(-c2ccc(F)cc2)s1)Nc1ccccc1F | 13% | -7 | 4% | 1% | -1.1 | 3% | 1.9 | 2%
Cc1ccc(S(=O)(=O)n2c([N+](=O)[O-])cnc2C)c(C)c1C | -28% | -22 | 21µM* | 3% | -3.1 | 1% | 0.0 | 3%
CCn1cc(C(=O)N(CCCN2CCOCC2)Cc2ccco2)c(=O)c2ccc(C)nc21 | -14% | 4 | -1% | -2% | -0.7 | -6% | 0.1 | -7%
COc1ccc(C(C(=O)NCc2ccccc2)N(Cc2ccco2)C(=O)c2cnccn2)cc1 (stereo unspecified) | -1% | 8 | -1% | 1% | -14 | 0% | 3.7 | 12%
CCOc1ccc(N(CC(=O)Nc2cccc(Br)c2)S(C)(=O)=O)cc1 | -4% | 11 | 5% | 0% | -1.4 | -5% | 0.4 | 9%
CCOC(=O)c1cc(NC(=O)C2C3C=CC(O3)C2C(=O)O)cc(C(=O)OCC)c1 (stereo unspecified) | 1% | -20 | -22% | 7% | -0.4 | 2% | 1.2 | 9%
O=C1C=C(c2cc(C(F)(F)F)cc(C(F)(F)F)c2)C[C@@H](c2ccc(Cl)cc2)C1 | -4% | -6 | 1% | -23% | -1.7 | -23% | 0.1 | -3%
COc1ccccc1Oc1ccccc1[N+](=O)[O-] | -4% | 5 | -4% | 2% | -0.5 | 19% | 6.1 | -1%
CCOc1ccc(NS(=O)(=O)c2ccc(C(=O)N(C)CC(=O)Nc3cccc(OC)c3)cc2)cc1 | -3% | 6 | -8% | 9% | -1.3 | -25% | -0.2 | 11%
N#C/C(=C\c1ccc(Cl)cc1)C(=O)Nc1cccnc1 | 2% | 1 | -8% | 1% | 0.0 | -6% | -1.7 | 4%
CCOC(=O)c1cccnc1NC(=O)c1ccccc1 | -18%[57.1 µM] | 4 | -4% | 4% | 0.5 | -1% | -2.0 | 1%
